NCI-60 one-dose screen, 48 h, at 10 µM unless noted. Numbers give growth in % (100 = growth as untreated, 0 = no growth, -100 = all killed).
MDA-MB-231 – MDA-MB-231 breast cancer. AID 1794789. 81,000 compounds, 5% hits
MDA-MB-468 – MDA-MB-468 breast cancer; 78,000 compounds, 8.5% hits; AID 2202374
MOLT-4 – MOLT-4 leukemia cells; 80,000 compounds, 6.9% hits; AID 1794779
RPMI-8226 – RPMI-8226 leukemia cells | 77,000 compounds, 7.5% hits | AID 1794781
MDA-MB-435 – MDA-MB-435 melanoma | 82,000 compounds, 7.8% hits | AID 1794794
SR – SR leukemia cells; 73,000 compounds, 8.7% hits; AID 1794780
MCF7 – MCF7 breast cancer. 82,000 compounds, 6.3% hits
K-562 – K-562 leukemia; 78,000 compounds, 7.4% hits
Starred values were filed as active, the others as inactive; & = joins results of further samples. Rule for the calls: active = growth percent below 10; inactive = the rest.

O=S(=O)(O)c1ccc(O)c2ccccc12 was read as MDA-MB-231 91, MDA-MB-468 104, MOLT-4 95, RPMI-8226 95, MDA-MB-435 113, SR 85, MCF7 94 and K-562 104.
`COc1ccc(/C=C/C(=O)c2cccc(OCC(=O)O)c2)cc1` gave MDA-MB-231 111, MDA-MB-468 109, MOLT-4 107, RPMI-8226 105, MDA-MB-435 105, SR 101, MCF7 99 and K-562 106.
`O=C1/C(=C/c2cnc(-c3ccccc3)s2)SC(=S)N1Cc1ccc2c(c1)OCO2` gave MDA-MB-231 77, MDA-MB-468 43, MOLT-4 99, RPMI-8226 110, MDA-MB-435 95, SR 68, MCF7 59 and K-562 42.
CCN1CCN(Cc2ccc(C(=O)Nc3ccc(C)c(Oc4ccc(-c5[nH]nc6ncnc(N)c56)cc4)c3)cc2C(F)(F)F)CC1 was read as MDA-MB-231 83, MDA-MB-468 118, MOLT-4 67, RPMI-8226 66, MDA-MB-435 82, SR 11, MCF7 71 and K-562 3.4*.
COc1ccc(C(=O)COc2cccc(/C=C3\Oc4ccccc4C3=O)c2)cc1 was read as MDA-MB-231 89, MOLT-4 73, RPMI-8226 82, MDA-MB-435 101, SR 71, MCF7 107 and K-562 77.
`CC1CCCCN1CCCNC(=O)c1ccc(N)cc1` (stereo not drawn) gave MDA-MB-231 97, MDA-MB-468 96, MOLT-4 105, RPMI-8226 110, MDA-MB-435 110, SR 97, MCF7 100 and K-562 98.
Screening N#CCCCN1C(=O)c2ccccc2C1=O returned MDA-MB-231 108, MOLT-4 136, RPMI-8226 120, MDA-MB-435 91, SR 119, MCF7 90 and K-562 100.
`Nc1nc(Nc2ccc(Br)cc2)n(Cc2cccc(Br)c2)n1` gave MDA-MB-468 96, MOLT-4 69, RPMI-8226 97, MDA-MB-435 99, SR 79, MCF7 91 and K-562 83.
`O=C(c1nc2ccccc2[nH]1)C1C(c2ccc(C(F)(F)F)cc2)C2CSCN2[C@@]12C(=O)Nc1ccccc12` (stereo partly drawn) gave MDA-MB-231 77, MDA-MB-468 92, MOLT-4 83, RPMI-8226 72, MDA-MB-435 88, SR 86, MCF7 78 and K-562 83.
`Oc1nc(NCCN2CCOCC2)sc1/C=C1\C=Nc2ncccc21` gave MDA-MB-231 109, MDA-MB-468 88, MOLT-4 94, RPMI-8226 102, MDA-MB-435 110, SR 55, MCF7 96 and K-562 98.
For CC(CN1CCN(CCOCCO)CC1)CN1c2ccccc2Sc2ccc(Cl)cc21 (stereo not drawn) the results were MDA-MB-231 30, MDA-MB-468 41, MOLT-4 28, RPMI-8226 60, MDA-MB-435 22, SR -2.5*, MCF7 56 and K-562 6.6*.
`CC1(C)[C@H](O)CC[C@]2(C)[C@@H]1CC[C@@]13C[C@H](CC[C@H]12)[C@]1(CO1)C3` gave MDA-MB-231 110, MDA-MB-468 109, MOLT-4 82, RPMI-8226 98, MDA-MB-435 106, SR 84, MCF7 102 and K-562 82.
COc1ccc2nc(Cl)cc(C)c2c1 was read as MDA-MB-231 102&100, MDA-MB-468 91&94, MOLT-4 76&100, RPMI-8226 109&96, MDA-MB-435 96&94, SR 82&88, MCF7 111&92 and K-562 89&104.
C#CCSc1nc2sc3c(c2c(=O)n1-c1ccc([N+](=O)[O-])cc1)CCCCC3 was read as MDA-MB-231 76, MDA-MB-468 104, MOLT-4 73, RPMI-8226 84, MDA-MB-435 91, SR 88, MCF7 79 and K-562 87.
`Cc1cc(C)c2c(n1)sc1c(Nc3onc4ncccc34)ncnc12` gave MDA-MB-231 97, MDA-MB-468 91, MOLT-4 95, RPMI-8226 84, MDA-MB-435 94, SR 87, MCF7 97 and K-562 100.
Screening CC1(C)NCCC[C@]2(C)[C@H]3C=CC4=C5C[C@](C)(COC(=O)CCC(=O)O)CC[C@]5(C)CC[C@@]4(C)[C@]3(C)CC[C@@H]12 returned MDA-MB-231 110, MDA-MB-468 103, MOLT-4 47, RPMI-8226 77, MDA-MB-435 97, SR 48, MCF7 64 and K-562 44.
COc1ccc(-c2sc3nc(-c4ccc(Cl)cc4)c(/C=C/c4ccc(F)cc4)n3c2-c2ccc(OC)cc2)cc1 was read as MDA-MB-231 110, MDA-MB-468 104, MOLT-4 67, RPMI-8226 95, MDA-MB-435 108, SR 97, MCF7 84 and K-562 89.
For Nc1nc(Cl)cc(Nc2ccccc2Br)n1 the results were MDA-MB-231 101, MDA-MB-468 97, MOLT-4 90, RPMI-8226 110, MDA-MB-435 100, SR 100, MCF7 94 and K-562 94.
`CC(=S)N=Cc1c(C)[nH]n(-c2ccccc2)c1=O` gave MDA-MB-231 91, MDA-MB-468 94, MOLT-4 97, RPMI-8226 90, MDA-MB-435 107, SR 102, MCF7 100 and K-562 104.
For OCC(O)C1OC(Oc2ccccc2)C(O)C(O)C1O (stereo not drawn) the results were MDA-MB-231 115, MDA-MB-468 108, MOLT-4 96, RPMI-8226 103, MDA-MB-435 104, SR 111, MCF7 100 and K-562 109.
For COc1ccc(NC(=O)c2sc3nc(-c4cnccn4)cc(-c4cccs4)c3c2N)cc1 the results were MDA-MB-231 80, MDA-MB-468 89, MOLT-4 84, RPMI-8226 74, MDA-MB-435 72, SR 72, MCF7 57 and K-562 54.
CCOC(=O)/C(C#N)=C\c1cccnc1 was read as MDA-MB-231 119, MDA-MB-468 109, MOLT-4 107, RPMI-8226 110, MDA-MB-435 100, SR 103, MCF7 93 and K-562 114.
Screening N#Cc1c(NC(=O)c2ccc([N+](=O)[O-])o2)[n+]([O-])c2ccc(F)cc2[n+]1[O-] returned MDA-MB-231 95, MOLT-4 68, RPMI-8226 73, MDA-MB-435 105, SR 67, MCF7 78 and K-562 86.
For COc1ccc(-n2nc(NC(=O)c3ccccc3)c(-c3ccccc3)n2)cc1 the results were MDA-MB-231 91, MOLT-4 76, RPMI-8226 90, MDA-MB-435 106, SR 118, MCF7 84 and K-562 94.
Screening O=S(=O)(NCCNc1cc(-c2cn(-c3ccccc3)nc2-c2cccc(O)c2)ccn1)c1ccc(C(F)(F)F)cc1 returned MDA-MB-231 5.3*, MDA-MB-468 22, MOLT-4 4.8*, RPMI-8226 19, MDA-MB-435 42, SR -23*, MCF7 26 and K-562 7.0*.
For Cc1c(Cc2ccccc2)c(=O)oc2c(C)c(OCc3nnc(SC(C)C)o3)ccc12 the results were MDA-MB-231 98, MDA-MB-468 99, MOLT-4 95, RPMI-8226 85, MDA-MB-435 108, SR 85, MCF7 92 and K-562 101.
O=C(CN1C(=O)NC2NC(=O)NC21)N/N=C/c1ccc(Br)cc1 (stereo not drawn) was read as MDA-MB-231 98, MDA-MB-468 92, MOLT-4 105, RPMI-8226 113, MDA-MB-435 100, SR 109, MCF7 94 and K-562 100.
CCN(CC)CCSc1ccccc1 was read as MDA-MB-231 108, MDA-MB-468 96, MOLT-4 84, RPMI-8226 101, MDA-MB-435 100, SR 111, MCF7 102 and K-562 97.
C#CCn1cc(/C=N/Nc2nc(-c3ccc(OC)cc3)cs2)c2ccccc21 was read as MDA-MB-231 85, MDA-MB-468 106, MOLT-4 89, RPMI-8226 100, MDA-MB-435 102, SR 93, MCF7 61 and K-562 90.
Screening CC(=O)C1(O)C=C/C(=C/Nc2ccccc2C(=O)O)C1=O (stereo not drawn) returned MDA-MB-231 93, MDA-MB-468 107, MDA-MB-435 107 and MCF7 100.

An excerpt from above in order of SMILES length, ascending:
CCN(CC)CCSc1ccccc1 was read as MDA-MB-231 108, MDA-MB-468 96, MOLT-4 84, RPMI-8226 101, MDA-MB-435 100, SR 111, MCF7 102 and K-562 97.
CCOC(=O)/C(C#N)=C\c1cccnc1 was read as MDA-MB-231 119, MDA-MB-468 109, MOLT-4 107, RPMI-8226 110, MDA-MB-435 100, SR 103, MCF7 93 and K-562 114.
`CC(=S)N=Cc1c(C)[nH]n(-c2ccccc2)c1=O` gave MDA-MB-231 91, MDA-MB-468 94, MOLT-4 97, RPMI-8226 90, MDA-MB-435 107, SR 102, MCF7 100 and K-562 104.
Screening CC(=O)C1(O)C=C/C(=C/Nc2ccccc2C(=O)O)C1=O (stereo not drawn) returned MDA-MB-231 93, MDA-MB-468 107, MDA-MB-435 107 and MCF7 100.
O=C(CN1C(=O)NC2NC(=O)NC21)N/N=C/c1ccc(Br)cc1 (stereo not drawn) was read as MDA-MB-231 98, MDA-MB-468 92, MOLT-4 105, RPMI-8226 113, MDA-MB-435 100, SR 109, MCF7 94 and K-562 100.
C#CCn1cc(/C=N/Nc2nc(-c3ccc(OC)cc3)cs2)c2ccccc21 was read as MDA-MB-231 85, MDA-MB-468 106, MOLT-4 89, RPMI-8226 100, MDA-MB-435 102, SR 93, MCF7 61 and K-562 90.
For Cc1c(Cc2ccccc2)c(=O)oc2c(C)c(OCc3nnc(SC(C)C)o3)ccc12 the results were MDA-MB-231 98, MDA-MB-468 99, MOLT-4 95, RPMI-8226 85, MDA-MB-435 108, SR 85, MCF7 92 and K-562 101.
For COc1ccc(NC(=O)c2sc3nc(-c4cnccn4)cc(-c4cccs4)c3c2N)cc1 the results were MDA-MB-231 80, MDA-MB-468 89, MOLT-4 84, RPMI-8226 74, MDA-MB-435 72, SR 72, MCF7 57 and K-562 54.
Screening N#Cc1c(NC(=O)c2ccc([N+](=O)[O-])o2)[n+]([O-])c2ccc(F)cc2[n+]1[O-] returned MDA-MB-231 95, MOLT-4 68, RPMI-8226 73, MDA-MB-435 105, SR 67, MCF7 78 and K-562 86.
COc1ccc(-c2sc3nc(-c4ccc(Cl)cc4)c(/C=C/c4ccc(F)cc4)n3c2-c2ccc(OC)cc2)cc1 was read as MDA-MB-231 110, MDA-MB-468 104, MOLT-4 67, RPMI-8226 95, MDA-MB-435 108, SR 97, MCF7 84 and K-562 89.
Screening O=S(=O)(NCCNc1cc(-c2cn(-c3ccccc3)nc2-c2cccc(O)c2)ccn1)c1ccc(C(F)(F)F)cc1 returned MDA-MB-231 5.3*, MDA-MB-468 22, MOLT-4 4.8*, RPMI-8226 19, MDA-MB-435 42, SR -23*, MCF7 26 and K-562 7.0*.
Screening CC1(C)NCCC[C@]2(C)[C@H]3C=CC4=C5C[C@](C)(COC(=O)CCC(=O)O)CC[C@]5(C)CC[C@@]4(C)[C@]3(C)CC[C@@H]12 returned MDA-MB-231 110, MDA-MB-468 103, MOLT-4 47, RPMI-8226 77, MDA-MB-435 97, SR 48, MCF7 64 and K-562 44.

Next section.
`CCOc1ccc(Nc2nc(-c3c(C)nc4ncccn34)cs2)cc1` gave MDA-MB-231 -12*, MDA-MB-468 30, MOLT-4 8.5*, RPMI-8226 -9.9*, MDA-MB-435 -41*, SR 6.1*, MCF7 15 and K-562 4.0*.
For Fc1ccc(-c2csc(=Nc3ccccc3)n2-c2cccc(-n3c(-c4ccc(F)cc4)csc3=Nc3ccccc3)c2)cc1 the results were MDA-MB-231 91, MDA-MB-468 49, MOLT-4 50, RPMI-8226 76, MDA-MB-435 87, SR 64, MCF7 57 and K-562 71.
For C/C(=N/NC(N)=S)c1ccc(Nc2nc(SCCC(C)C)nc(-c3ccccc3)c2C#N)cc1 the results were MDA-MB-231 97, MDA-MB-468 105, MOLT-4 97, RPMI-8226 104, MDA-MB-435 109, SR 100, MCF7 98 and K-562 103.
`Cc1ccccc1SCCC(=O)O` gave MDA-MB-231 132, MDA-MB-468 98, MOLT-4 91, RPMI-8226 98, MDA-MB-435 95, SR 87, MCF7 93 and K-562 82.
For CCOC(=O)c1sc(Nc2nc(O)c(C3=c4cc(Cl)ccc4=NC3=O)s2)nc1C the results were MDA-MB-231 108, MDA-MB-468 93, MOLT-4 103, RPMI-8226 100, MDA-MB-435 105, SR 101, MCF7 94 and K-562 99.
O=c1nc(Nc2ccccc2)sc2ccccc12 was read as MDA-MB-231 94, MDA-MB-468 70, RPMI-8226 92, MDA-MB-435 111 and MCF7 35.
`O=C1C(SCc2ccccc2)=C(Cl)CN1c1ccc(Cl)cc1` gave MDA-MB-231 101, MDA-MB-468 16, MOLT-4 68, RPMI-8226 89, MDA-MB-435 100, SR 1.3*, MCF7 26 and K-562 53.
`Cc1cc(NCc2cc(Nc3ccnc4cc(Cl)ccc34)ccc2F)nc(Cl)n1` gave MDA-MB-231 43, MDA-MB-468 -3.4*, RPMI-8226 30, MDA-MB-435 37, SR 12, MCF7 30 and K-562 20.
`O=C1c2ccccc2C(=O)c2c1ccc1c(=O)n(-c3ccccc3C(F)(F)F)nnc21` gave MDA-MB-231 3.3*, MDA-MB-468 -50*, MOLT-4 7.1*, RPMI-8226 18, MDA-MB-435 -90*, SR 31, MCF7 -52* and K-562 15.
For CCCCn1c(=O)c(/C=C/C(=O)/C=C/c2ccc3c(c2)OCO3)cc2cc(OC)ccc21 the results were MDA-MB-231 79, MDA-MB-468 100, MOLT-4 63, MDA-MB-435 94, SR 16, MCF7 31 and K-562 46.
Screening O=C(CN1C(=O)S/C(=C\c2ccccc2)C1=O)Nc1ncc(Cc2ccc(Cl)cc2)s1 returned MDA-MB-231 76, MDA-MB-468 90, MOLT-4 103, RPMI-8226 92, MDA-MB-435 71, SR 131, MCF7 98 and K-562 126.
Screening O=C(Nc1c(Cl)cccc1Cl)Oc1c(Br)cc(Br)cc1Br returned MDA-MB-231 106, MDA-MB-468 90, MOLT-4 95, RPMI-8226 93, MDA-MB-435 110, SR 90, MCF7 99 and K-562 96.
CC1(c2ccccc2)OC(=O)c2ccccc21 (stereo not drawn) was read as MDA-MB-231 97, MDA-MB-468 95, MOLT-4 100, RPMI-8226 101, MDA-MB-435 106, SR 99, MCF7 93 and K-562 99.

Screening results deposited in PubChem by NCI.
